ALDH1A1 block – ALDH1A1 (human) enzyme inhibition; Potency, µM (highest dose often 75.3 µM), for the others: at the highest dose activity, negative = inhibition, most hits filed as inhibitors; AID 1030; actives 7.3% (n = 220,000); Purified ALDH1A1, NADH fluorescence, propionaldehyde substrate; P00352; active = well fitted inhibition curve with a large enough effect, not every such curve was filed as active; inconclusive = small, poorly fitted or top-dose-only effect, or another doubt; inactive = no such curve, though single readings can be large or run the other way;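 note: plate controls were no enzyme wells and a reference inhibitor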
Target sequence (P00352 whole entry, looked up): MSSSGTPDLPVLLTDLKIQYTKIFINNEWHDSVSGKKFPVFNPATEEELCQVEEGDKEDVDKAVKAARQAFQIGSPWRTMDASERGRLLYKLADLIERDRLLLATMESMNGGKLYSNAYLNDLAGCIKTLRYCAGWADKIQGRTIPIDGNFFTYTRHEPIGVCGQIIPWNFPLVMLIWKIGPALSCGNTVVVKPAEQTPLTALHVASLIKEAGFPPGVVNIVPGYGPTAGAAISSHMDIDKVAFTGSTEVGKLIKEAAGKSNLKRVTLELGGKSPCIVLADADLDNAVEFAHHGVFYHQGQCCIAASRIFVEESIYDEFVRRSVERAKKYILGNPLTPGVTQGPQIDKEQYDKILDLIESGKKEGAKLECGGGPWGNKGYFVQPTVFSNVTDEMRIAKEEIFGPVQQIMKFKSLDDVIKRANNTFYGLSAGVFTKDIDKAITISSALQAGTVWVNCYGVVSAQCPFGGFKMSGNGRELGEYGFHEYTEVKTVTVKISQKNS
aGlu spleen mod – inhibits or activates alpha-glucosidase in human spleen homogenate | P10253 | human spleen homogenate, 4-MU-alpha-glucoside fluorescence | Potency, µM (doses to about 79.9 µM), for the others: top-dose activity change, negative = inhibition, hits mostly inhibitors | actives 0.006% (n = 240,000);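 note: 0% = enzyme with vehicle and -100% = no enzyme basal signal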
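AC50 values come from Hill-equation fits of concentration-response data, normalized to no-enzyme and full-activity controls. Enzyme source: 1 ug human spleen homogenate; 1 mM fluorogenic 4-MU glucoside, pH 5.0 citrate buffer, 37 C, 40 min.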
GLA spleen mod – alpha-galactosidase A (human) modulation. actives 0.008% (n = 240,000). Potency, µM (highest dose often 80 µM), inactives show top-dose activity change, negative = inhibition, actives largely listed as inhibitors. human spleen homogenate, 4MU-alpha-Gal fluorescence, 40 min. P06280;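 note: 0% = enzyme with vehicle and -100% = no enzyme basal signal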
Target sequence (P06280 32-429 limits assumed): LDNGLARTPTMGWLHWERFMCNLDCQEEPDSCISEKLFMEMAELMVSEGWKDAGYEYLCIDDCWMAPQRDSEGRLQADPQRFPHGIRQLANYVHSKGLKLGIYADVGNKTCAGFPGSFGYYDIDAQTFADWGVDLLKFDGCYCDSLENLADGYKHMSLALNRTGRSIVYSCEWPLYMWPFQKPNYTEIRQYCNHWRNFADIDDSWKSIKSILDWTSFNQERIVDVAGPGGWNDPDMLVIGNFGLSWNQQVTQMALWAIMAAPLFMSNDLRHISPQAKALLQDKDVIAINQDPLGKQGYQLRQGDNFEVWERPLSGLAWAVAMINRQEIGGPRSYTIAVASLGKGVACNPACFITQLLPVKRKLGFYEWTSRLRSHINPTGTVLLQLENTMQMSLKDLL
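Human spleen homogenate (1 ug) was the enzyme source, with 4-methylumbelliferyl-alpha-D-galactopyranoside (1 mM final) in pH 5.0 citrate buffer with 0.01% Tween-20. Compounds were titrated; after 40 min at 37C, NaOH/glycine stop, 4-MU fluorescence read; AC50 from Hill fits.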
* marks the source's active call; other numbers are inactive results; i = inactive; ? = inconclusive. Unless noted, calls come from the whole dose curve; as a rule, active = well fitted curve in the direction sought with a large enough effect; inconclusive = small, poorly fitted or top-dose-only effect, or another doubt; inactive = no such curve, though single readings can be large; an effect the other way counts as inactive or inconclusive. Potency is the fitted concentration of half-maximal effect. Only part of the results is shown. The share of hits here may be higher or lower than overall.

SMILES | ALDH1A1 block | aGlu spleen mod | GLA spleen mod
COc1ccc(C(=O)N2CCC3(CC2)CCN(c2ccncc2)CC3)cc1 | 8% | -3% | -2%
CN(C)C(=O)c1ccc(-c2cncnc2NCCc2cnc[nH]2)cc1 | -1% | 4% | 0%
Clc1cc(Cl)c(Cl)cc1Cl | 12% | 3% | 7%
Cc1noc(C)c1-c1cc(NCCN2CCOCC2)ncn1 | 20µM* | 15% | 3%
CCC1CO1 (centres undefined) | -2% | 0% | -1%
O=C(c1ccco1)N1CCC2(CCCN(C(c3ccccc3)c3ccccc3)C2)CC1 | ? | -17% | -10%
O=c1c(-c2cc(F)cc(F)c2)nc2cnc(Oc3ccccc3)nc2n1C1CC1 | ? | 9% | -7%
CCOc1cc(OCC)c(C(C)=O)cc1OCC | 1% | 1% | 4%
Cc1noc(C)c1-c1ccc2ncnc(Nc3ccc(F)cc3)c2c1 | -15% | 10% | 11%
COc1cccc(-c2cc(NCc3cccc(C)c3)ncn2)c1 | -7% | -4% | -10%
COc1ccc(-n2c(=O)c(-c3cc(F)cc(F)c3)nc3cnc(N(C)C)nc32)cc1 | ? | 6% | 7%
O=C(c1ccncc1)N1CCC2(CC1)CCN(c1ccccn1)CC2 | ? | 3% | 10%
CN1CCC2(CC1)CCN(C(=O)c1cccc(F)c1)CC2 | 9% | -6% | -5%
Cn1cc(-c2nc3cnc(N4CCOCC4)nc3n(C3CC3)c2=O)c2ccccc21 | ? | -4% | 4%
CCNc1ncc2nc(-c3ccc(Cl)cc3)c(=O)n(Cc3cccs3)c2n1 | ? | 11% | 33%
CN1CCN(c2ncc3nc(CCc4ccccc4)c(=O)n(C4CC4)c3n2)CC1 | ? | -6% | -1%
CCNc1ncc2nc(CCc3ccccc3)c(=O)n(CCC#N)c2n1 | ? | -2% | 19%
COc1ncc2nc(-c3ccc(Cl)cc3)c(=O)n(CCc3ccccc3)c2n1 | ? | 12% | -6%
COc1ccccc1-c1nc(N(C)C)c2ccccc2n1 | 17% | 7% | -2%
O=c1c(-c2ccc(Cl)cc2)nc2cnc(N3CCOCC3)nc2n1CCc1ccccc1 | ? | -9% | -24%
CS(=O)(=O)Nc1cccc(-c2cncnc2NCc2cccnc2)c1 | ? | -10% | 4%
COc1cccc(Cn2c(=O)c(-c3cccs3)nc3cnc(OCc4ccccc4)nc32)c1 | ? | 1% | 11%
COc1ncc2nc(-c3ccc(F)cc3)c(=O)n(CCC#N)c2n1 | ? | 10% | ?
Cc1nc2cnc(N3CCNCC3)nc2n(CCc2ccccc2)c1=O | ? | -4% | -4%
COc1ccc(Oc2ncc3nc(-c4cccs4)c(=O)n(-c4ccccc4)c3n2)cc1 | 28% | 7% | 2%
CNc1ncncc1-c1ccccc1C(F)(F)F | 16% | 5% | -6%
Cc1ccccc1-c1cncnc1N1CCN(C)CC1 | ? | -9% | -2%
O=c1c(-c2cccs2)nc2cnc(N3CCNCC3)nc2n1CCc1ccccc1 | ? | -10% | 5%
COCCn1c(=O)c(-c2ccc(OC)cc2)nc2cnc(Oc3cccc(Cl)c3)nc21 | i | 5% | -7%
COc1ccc(C(=O)N2CCC3(CCN(C(=O)Nc4cccc(C#N)c4)CC3)CC2)cc1 | -7% | 2% | 0%
COC(=O)N1CCC2(CCN(C(=O)Nc3cccc(C#N)c3)CC2)CC1 | 0% | 6% | 1%
COCCn1c(=O)c(-c2ccc(Cl)cc2)nc2cnc(OC)nc21 | ? | 14% | 1%
Cc1nc2cnc(Nc3ccccc3)nc2n(CCc2ccccc2)c1=O | 1% | -4% | 7%
Cc1nc2cnc(N3CCNCC3)nc2n(C2CC2)c1=O | ? | 10% | -1%
O=C1OC(=O)c2c(Cl)c(Cl)c(Cl)c(Cl)c21 | ? | 3% | 6%
CN1CCN(c2ncncc2-c2ccoc2)CC1 | -9% | 7% | 5%
COCCn1c(=O)c(-c2ccccc2)nc2cncnc21 | ? | -10% | 8%
CC(=O)N1CCC2(CCCN(c3ccccn3)C2)CC1 | ? | -5% | 6%
c1ccc(COCc2ccccc2)cc1 | -15% | 8% | 13%
Cc1noc(C)c1-c1ccc2ncnc(NCCN3CCOCC3)c2c1 | 16% | -4% | 3%
COc1cccc(-c2cncnc2NCc2cccc(C)c2)c1 | ? | 5% | -8%
Oc1cccc(Nc2ccccc2)c1 | -1% | 4% | 9%
COc1cccc(-c2cncnc2NCCN2CCOCC2)c1 | -3% | 6% | -10%
COC(=O)c1ccc(C=O)cc1 | 8.9µM* | 2% | -3%
O=S(=O)(c1ccccc1)N1CCC2(CCN(Cc3ccccc3)CC2)CC1 | 2% | 7% | 1%

A draw from above in order of length of the SMILES, rising.
SMILES | ALDH1A1 block | aGlu spleen mod | GLA spleen mod
COC(=O)c1ccc(C=O)cc1 | 8.9µM* | 2% | -3%
c1ccc(COCc2ccccc2)cc1 | -15% | 8% | 13%
CNc1ncncc1-c1ccccc1C(F)(F)F | 16% | 5% | -6%
Cc1ccccc1-c1cncnc1N1CCN(C)CC1 | ? | -9% | -2%
COc1cccc(-c2cncnc2NCCN2CCOCC2)c1 | -3% | 6% | -10%
COCCn1c(=O)c(-c2ccccc2)nc2cncnc21 | ? | -10% | 8%
COc1cccc(-c2cncnc2NCc2cccc(C)c2)c1 | ? | 5% | -8%
O=C1OC(=O)c2c(Cl)c(Cl)c(Cl)c(Cl)c21 | ? | 3% | 6%
Cc1noc(C)c1-c1ccc2ncnc(NCCN3CCOCC3)c2c1 | 16% | -4% | 3%
Cc1nc2cnc(Nc3ccccc3)nc2n(CCc2ccccc2)c1=O | 1% | -4% | 7%
COCCn1c(=O)c(-c2ccc(Cl)cc2)nc2cnc(OC)nc21 | ? | 14% | 1%
COC(=O)N1CCC2(CCN(C(=O)Nc3cccc(C#N)c3)CC2)CC1 | 0% | 6% | 1%
O=c1c(-c2cccs2)nc2cnc(N3CCNCC3)nc2n1CCc1ccccc1 | ? | -10% | 5%
COCCn1c(=O)c(-c2ccc(OC)cc2)nc2cnc(Oc3cccc(Cl)c3)nc21 | i | 5% | -7%
COc1ccc(C(=O)N2CCC3(CCN(C(=O)Nc4cccc(C#N)c4)CC3)CC2)cc1 | -7% | 2% | 0%

(cont.)
SMILES | ALDH1A1 block | aGlu spleen mod | GLA spleen mod
O=c1c(-c2ccccc2)nc2cncnc2n1-c1ccccc1 | ? | 0% | 6%
COc1ccc2[nH]cc(CCNc3cc(-c4ccc5c(c4)OCO5)ncn3)c2c1 | ? | 6% | 1%
c1ccc(-c2ccc(N3CC[C@@]4(CCCNC4)C3)cc2)cc1 | ? | -10% | -5%
O=C(c1ccncc1)N1CCC2(CCN(Cc3nccs3)CC2)CC1 | 7% | -3% | -18%
COc1ncc2nc(-c3cccs3)c(=O)n(Cc3cccs3)c2n1 | ? | 5% | 8%
COCCn1c(=O)c(CCc2ccccc2)nc2cnc(Oc3cccc(Cl)c3)nc21 | 14µM* | 0% | -2%
COCCNc1nc(-c2ccccc2C(F)(F)F)nc2ccccc12 | 8% | 9% | 4%
COc1ncc2nc(C)c(=O)n(C)c2n1 | -11% | 2% | 3%
Cn1cc(-c2nc3cnc(Oc4ccccc4)nc3n(Cc3cccs3)c2=O)c2ccccc21 | 5% | -5% | 3%
Cc1ccccc1C=O | ? | 3% | 0%
Cc1cnc(CNc2ccnc(-c3cccc(C#N)c3)n2)cn1 | ? | 12% | 3%
COc1ccccc1CNc1ncncc1-c1ccc2c(c1)OCO2 | 1% | -4% | 7%
NCCn1c(=O)c(CCc2ccccc2)nc2cncnc21 | -3% | -9% | -7%
COc1ccc(C(=O)N2CCC3(CC2)CN(C(=O)Nc2cccc(C#N)c2)C3)cc1 | -15% | 8% | 3%
COc1ccccc1-c1nccc(Nc2ccc(F)cc2)n1 | -7% | -3% | 11%
COc1ncc2nc(-c3ccc(F)cc3)c(=O)n(Cc3ccc(F)cc3)c2n1 | ? | -10% | 10%
COc1cccc(Nc2ncc3nc(-c4ccc(Cl)cc4)c(=O)n(C[C@H]4CCCO4)c3n2)c1 | 2% | -1% | -10%
CC(=O)N1CCC2(CC1)CCN(c1ccccn1)CC2 | ? | 12% | 17%
COc1ccccc1CN1CC[C@@]2(CCCN(C(=O)c3ccncc3)C2)C1 | 6% | -2% | 1%
O=C(c1csnn1)N1CCC[C@@]2(CCN(c3ccccc3)C2)C1 | ? | -10% | 2%
COc1ccc2[nH]cc(CCNc3nc(-c4ccccc4OC)nc4ccccc34)c2c1 | 5% | -5% | 1%
Cc1noc(C)c1-c1nccc(NC2CC2)n1 | -4% | -1% | -1%
O=C1CCc2ccccc2O1 | -15% | 5% | -5%
O=C(Oc1ccccc1)N1CCC2(CC1)CN(c1ccccn1)C2 | ? | -12% | -18%
Cc1noc(C)c1C(=O)N1CCC2(CC1)CN(c1ccccn1)C2 | ? | -1% | 3%
Cc1nc2cncnc2n(Cc2ccccc2Cl)c1=O | ? | 5% | 13%
Cc1nc2cnc(N(C)C)nc2n(CCc2ccccc2)c1=O | ? | 0% | -13%
COc1cccc(Cn2c(=O)c(-c3cc(F)cc(F)c3)nc3cnc(N4CCNCC4)nc32)c1 | ? | -6% | 15%
Cn1cccc1C(=O)N1CCC2(CCCN(Cc3nccs3)C2)CC1 | -3% | 8% | -3%
COc1ccc2[nH]cc(CCNc3ccnc(-c4ccc(N(C)C)cc4)n3)c2c1 | ? | -4% | ?
COc1ccc(-c2nc3cnc(N4CCN(C)CC4)nc3n(CCc3ccccc3)c2=O)cc1 | ? | -3% | ?
Cc1cnc(CNc2cc(-c3cccc(NS(C)(=O)=O)c3)ncn2)cn1 | -7% | 4% | 2%
CCNc1ncc2nc(-c3cn(C)c4ccccc34)c(=O)n(C[C@H]3CCCO3)c2n1 | 11% | -9% | -4%
COc1cccc(Cn2c(=O)c(-c3cccc(C#N)c3)nc3cnc(N4CCN(C)CC4)nc32)c1 | 3% | 4% | -4%
c1cncc(-c2nc(N3CCNCC3)c3ccccc3n2)c1 | -3% | 9% | 7%
COc1ccc2[nH]cc(CCNc3nc(-c4cccnc4)nc4ccccc34)c2c1 | ? | -4% | -14%
COCC(=O)N1CCC2(CC1)CCN(c1ccccc1)CC2 | ? | -1% | 0%
COc1ccc(C(=O)N2CCC3(CCCN(Cc4nccs4)C3)CC2)cc1 | -4% | -6% | -19%
Cc1cnc(CNc2ncnc3ccc(-c4ccoc4)cc23)cn1 | ? | 7% | 5%
Cc1ccc(N)c([N+](=O)[O-])c1 | -4% | -2% | 4%
COc1cccc(Nc2ncc3nc(-c4cccs4)c(=O)n(Cc4cccs4)c3n2)c1 | ? | -6% | 3%
O=c1c(-c2cc(F)cc(F)c2)nc2cnc(N3CCOCC3)nc2n1-c1ccccc1 | ? | 2% | 16%
O=C(c1cc(C(F)(F)F)cc(C(F)(F)F)c1)N1CCC2(CCN(Cc3ccccc3)CC2)CC1 | 8% | -1% | 16%
CS(=O)(=O)Nc1cccc(-c2nccc(Nc3ccc(F)cc3)n2)c1 | 4% | -2% | 4%
O=C(c1cnccn1)N1CCC[C@@]2(CCN(C(c3ccccc3)c3ccccc3)C2)C1 | 2% | -1% | -7%
COc1ccc(CNc2ccnc(-c3ccoc3)n2)c(OC)c1 | -8% | 9% | 6%
COc1ccc(Oc2ncc3nc(CCc4ccccc4)c(=O)n(C)c3n2)cc1 | ? | 3% | 0%
O=c1c(CCc2ccccc2)nc2cncnc2n1Cc1ccccc1 | 25µM* | -6% | 0%
CN(C)c1ncc2nc(-c3cn(C)c4ccccc34)c(=O)n(C[C@H]3CCCO3)c2n1 | -3% | -3% | 7%
O=c1c(-c2cccc(F)c2)nc2cncnc2n1Cc1ccc(F)cc1 | 12% | 0% | 10%
CS(=O)(=O)N1CCC2(CC1)CN(C(=O)Nc1cccc(C#N)c1)C2 | -1% | 4% | 6%
